Source: PubChem
Casp7 inh: caspase-7 (human) inhibition, allosteric or competitive | 75,000 tested, 0.02% active | recombinant caspase-7, Ac-DEVD-AFC fluorescence rate | P55210 | Potency, µM (doses to about 57.5 µM), for the others: at the top dose activity change, negative = inhibition, usual class: inhibitors; active = well fitted inhibition curve with a large enough effect in the main read-out, with a control signal flat, not every such curve was filed as active; inconclusive = small, poorly fitted or top-dose-only effect, or a change in a side signal; note: potency is the fitted concentration of half-maximal effect; % of control where 0% means no effect
Target sequence (P55210 24-198 limits assumed): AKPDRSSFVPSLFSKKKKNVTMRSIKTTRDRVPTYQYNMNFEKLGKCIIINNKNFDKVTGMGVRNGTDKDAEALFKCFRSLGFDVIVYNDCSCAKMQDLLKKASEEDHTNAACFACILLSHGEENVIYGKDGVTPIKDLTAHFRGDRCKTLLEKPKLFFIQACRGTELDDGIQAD
Target sequence (P55210 207-303 limits assumed): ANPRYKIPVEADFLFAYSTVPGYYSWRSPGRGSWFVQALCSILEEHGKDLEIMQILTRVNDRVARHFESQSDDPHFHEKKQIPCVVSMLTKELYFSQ
CRE Fsk mod: CRE-bla signaling modulation under forskolin stimulation; Potency, µM (highest dose often 38.2 µM), for inactives: at the top dose activity change, negative = inhibition, hits mostly activators; 71,000 tested, 2.5% active; CHO CRE-bla reporter (cAMP response element driving beta-lactamase), forskolin EC10, beta-lactamase ratio; active = well fitted activation curve with a large enough effect in the signal ratio, with a control signal flat, not every such curve was filed as active; inconclusive = small, poorly fitted or top-dose-only effect, or effect the other way, or a change in a side signal; the % refers to the signal ratio; note: potency is the fitted concentration of half-maximal effect; % of control where 0% means no effect
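Reporter-gene assay: CHO cells with beta-lactamase behind cAMP responsive elements, co-treated with compound and EC10 NKH 477 for 3 hours at 37 degrees Celsius. Activity came from the 460/530 nm CCF4 emission ratio.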
BRCT PPI green: inhibitors of human BRCA1 BRCT-phosphoprotein interaction (green fluorophore) | P38398 | BRCA1 BRCT-phosphopeptide binding, green fluorescence polarization | Potency, µM (titrated, usually from 76.9 µM), for the others: top-dose activity change, negative = inhibition, most hits filed as inhibitors | 75,000 tested, 0.05% active | AID 875;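 note: potency is the fitted concentration of half-maximal effect; plate controls were peptide without protein for full effect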
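Fluorescence polarization: His-tagged BRCT (~35 kDa BRCA1 C-terminus, 250 nM) bound to 100 nM fluorescein-labeled phosphorylated 10-aa BACH1 peptide, pH 7.3 phosphate buffer with DTT and Tween 20. Compounds incubated 12 min at room temperature; inhibition read as lowered polarization.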
BRCT PPI red: disrupts BRCA1 BRCT binding to phosphoprotein, red fluorophore readout | AID 892 | 75,000 tested, 0.03% active | BRCT-phosphopeptide binding, red fluorescence polarization | Potency, µM (titrated, usually from 76.9 µM), inactives show at the top dose activity change, negative = inhibition, actives largely listed as inhibitors; note: % is set by controls: 0 for no effect and ±100 for the full control effect
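Fluorescence polarization: 100 nM His-tagged BRCA1 BRCT with 100 nM TAMRA-labelled phospho-BACH1 decapeptide, phosphate buffer pH 7.3 with 150 mM NaCl, DTT, 0.01% Tween 20; 12 min RT. Binding inhibition seen as FP decrease.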
Casp1 inh: caspase-1 (human) inhibition, allosteric or competitive. P29466. Caspase-1 enzyme, Ac-WEHD-AFC fluorogenic rate. Potency, µM (top dose mostly 57.5 µM), without a hit: at the top dose activity change, negative = inhibition, usual class: inhibitors. 75,000 tested, 0.03% active;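 note: potency is the fitted concentration of half-maximal effect; plate controls were vehicle for no effect and no substrate for full effect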
A350 autofl: A350 region autofluorescence; Compound autofluorescence, 340/450 nm, Alexa 350 dye-equivalents; hits give high values; AID 590; 59,000 tested, 11% active; max dye-equivalent concentration, M; in the data active = max dye-equivalent concentration above about 10 nM; inconclusive = mostly about 1.1 nM to 9.6 nM
HEK293 cAMP cs: parental HEK293 cAMP activation (counter-screen). 73,000 tested, 2.5% active. Potency, µM (titrated, usually from 57.1 µM), for inactives: at the top dose activation, hits mostly activators. parental HEK293 CNG cAMP sensor, membrane potential fluorescence; note: potency is the fitted concentration of half-maximal effect; % of control where 0% means no effect; nearly all actives have a fitted effect of over 55% in size
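Parental HEK 293 cells stably expressing a cAMP-gated CNG channel were loaded with membrane potential dye containing 100 uM RO 20-1724 for 60 min. Compound added for 30 min; depolarization read as fluorescence intensity at 590 nm.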
ERK AVP block: inhibitors of vasopressin-stimulated ERK signaling pathway; HEK293-V1b, vasopressin-stimulated pERK AlphaScreen; Potency, µM (highest dose often 57.5 µM), without a hit: at the top dose activity, negative = inhibition, most hits filed as inhibitors; 72,000 tested, 0.99% active; AID 995; note: potency is the fitted concentration of half-maximal effect; % is set by controls: 0 for no effect and ±100 for the full control effect; nearly all actives have a fitted effect of over 55% in size
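Phosphorylated ERK1/2 detected via AlphaScreen bead proximity in lysates of V1b-expressing HEK293 cells given 25 nM vasopressin for 5 min after 30 min compound exposure (37 °C). AC50 from Hill equation; basal DMSO 0%, vasopressin 100%.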
USP2a inhib: inhibitors of human ubiquitin-specific protease USP2a; Potency, µM (titrated, usually from 38.3 µM), inactives show at the highest dose activity change, negative = inhibition, usual class: inhibitors; AID 927; O75604; USP2a enzymatic assay, qHTS inhibition; 60,000 tested, 0.1% active;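 note: potency is the fitted concentration of half-maximal effect; nearly all actives have a fitted effect of over 60% in size; plate controls were DMSO for no effect and NEM full inhibition control for full effect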
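USP2 core (20 nM final) was preincubated with compound for 30 min at RT in 20 mM Tris-HCl pH 8.0, 2 mM CaCl2, 2 mM beta-mercaptoethanol; Ub-PLA2 (20 nM) plus NBD C6-HPC (20 uM) then added, fluorescence read after 2.5 h.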
Tau filament bind: tau filament binding. P10636. recombinant tau filaments, thioflavin S fluorescence, 15 h; filaments grown with octadecylsulfate alongside compound. Potency, µM (top dose mostly 57.1 µM), for inactives: at the highest dose activity change, negative = inhibition. 71,000 tested, 2% active. AID 596;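 note: potency is the fitted concentration of half-maximal effect; % is set by controls: 0 for no effect and ±100 for the full control effect; actives lower thioflavin S fluorescence by blocking filaments or displacing dye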
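Tau 2 uM in ThS buffer dispensed; compound added; 60 uM ODS added (finals 1 uM tau, 30 uM ODS); 15 h 37 C; fluor ex450/em510.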
FLuc inh: blocks Photinus pyralis firefly luciferase activity; P08659; 72,000 tested, 2.2% active; purified firefly luciferase, luminescence, 8 min; Potency, µM (doses to about 57.1 µM), without a hit: at the top dose activity change, negative = inhibition, usual class: inhibitors; note: potency is the fitted concentration of half-maximal effect; % is set by controls: 0 for no effect and ±100 for the full control effect; nearly all actives have a fitted effect of over 40% in size
Target sequence (P08659 whole entry, looked up): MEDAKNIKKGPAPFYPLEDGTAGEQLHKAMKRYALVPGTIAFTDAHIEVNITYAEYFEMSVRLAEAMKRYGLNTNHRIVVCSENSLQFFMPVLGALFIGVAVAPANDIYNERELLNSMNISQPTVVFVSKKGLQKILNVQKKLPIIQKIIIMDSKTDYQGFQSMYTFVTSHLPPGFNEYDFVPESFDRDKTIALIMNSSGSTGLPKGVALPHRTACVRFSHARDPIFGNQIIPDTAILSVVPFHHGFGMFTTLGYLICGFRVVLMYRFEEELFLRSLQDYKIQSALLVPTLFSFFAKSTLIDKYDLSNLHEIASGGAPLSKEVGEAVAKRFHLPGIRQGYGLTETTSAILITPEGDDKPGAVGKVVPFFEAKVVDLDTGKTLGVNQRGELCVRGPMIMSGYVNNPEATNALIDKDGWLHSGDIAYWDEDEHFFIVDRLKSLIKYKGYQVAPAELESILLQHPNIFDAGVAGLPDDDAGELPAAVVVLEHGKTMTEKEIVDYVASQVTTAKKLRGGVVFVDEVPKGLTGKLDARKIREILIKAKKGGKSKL
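Here, luciferase activity is measured as luminescence following an 8 min room-temperature reaction at 10 uM ATP, pH 7.2. Every library sample is titrated.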
Starred values were filed as active, the others as inactive; i = inactive; ? = inconclusive; nt = no result given; [ ] = remark or other dose. Unless noted, calls come from the whole dose curve; as a rule, active = well fitted curve in the direction sought with a large enough effect; inconclusive = small, poorly fitted or top-dose-only effect, or another doubt; inactive = no such curve, though single readings can be large; an effect the other way counts as inactive or inconclusive.

SMILES	Casp7 inh	CRE Fsk mod	BRCT PPI green	BRCT PPI red	Casp1 inh	A350 autofl	HEK293 cAMP cs	ERK AVP block	USP2a inhib	Tau filament bind	FLuc inh
CSc1nc(N2CCOCC2)c2c3c(sc2n1)CCC3	-8%	?	-1.2%	0.7%	-1%	i	25%	?	13%	-3%	4%
CN1CCN(C(=O)c2ccccc2-c2ccccc2C(=O)O)CC1	1%	-3%	-0.6%	0.5%	2%	i	-7%	-16%	-2%	4%	-1%
CCC(C)NC(=O)CSc1nc2ccccc2c(=O)n1CCCC(=O)NCC1CCCO1 (stereo unspecified)	0%	-7%	-1.2%	0.4%	0%	i	-2%	2%	-2%	0%	0%
C=CCNC(=O)c1ccc(Cl)cc1Cl	0%	9%	1.0%	0.7%	0%	i	3%	-4%	-1%	7%	0%
COc1cc(OC)c2c(c1)OC(c1ccccc1)CC2=O (stereo unspecified)	-1%	nt	2.4%	8.9%	0%	nt	nt	?	nt	nt	nt
CCn1cc(C(=O)NCCCOC)c(=O)c2cc(S(=O)(=O)N(C)C3CCCCC3)ccc21	-2%	3%	-0.3%	0.3%	-3%	nt	3%	-12%	nt	21%	1%
Clc1ccc(Nc2nc(-c3cccs3)cs2)nc1	-1%	-1%	-0.7%	-0.8%	-1%	i	11%	-8%	-6%	-5%	3%
Cc1nc(SC(C)C)[nH]c(=O)c1Cc1ccccc1	0%	27%	-1.8%	0.5%	0%	nt	20%	6%	9%	-7%	0%
O=C(Cn1nc(C(F)(F)F)c2c1CCC2)N1CCN(c2ccccc2)CC1	-1%	-15%	-0.1%	-2.0%	-2%	i	10%	-20%	4%	-11%	3%
COc1ccc(-c2nc(CS(=O)CC(=O)NCCCN3CCCC3)c(C)o2)cc1OC (stereo unspecified)	-1%	-13%	-1.6%	-2.2%	-1%	i	0%	-9%	7%	7%	0%

SMILES	Casp7 inh	CRE Fsk mod	BRCT PPI green	BRCT PPI red	Casp1 inh	A350 autofl	HEK293 cAMP cs	ERK AVP block	USP2a inhib	Tau filament bind	FLuc inh
COc1ccccc1-c1nc(-c2cccc(C)c2)no1	-2%	-5%	0.2%	0.5%	-3%	i	18%	15%	-7%	-18%	13µM*
Cc1ccc(/C(O)=C2\C(=O)C(=O)N(CC(C)O)C2c2cccc(F)c2)cc1 (stereo unspecified)	1%	2%	-2.7%	-0.7%	-1%	i	7%	12%	2%	0%	-2%
N#Cc1c(C(F)(F)F)cc(-c2ccco2)nc1SCc1ccncc1	-18%	13%	5.9%	0.7%	-13%	4.6e-07M*	?	?	nt	61%	-3%
OCCN(CC(O)Cn1ccc2ccccc21)CC(O)Cn1ccc2ccccc21 (stereo unspecified)	-1%	?	-1.6%	-0.6%	0%	?	-16%	2%	27%	-11%	-1%
COc1ccccc1N1CCN(C(=O)CCCC2=NS(=O)(=O)c3ccccc3N2)CC1	1%	-6%	-3.1%	0.9%	1%	nt	-9%	?	nt	4%	1%
COc1cc(-c2nc3cnccn3c2Nc2ccc3c(c2)OCCO3)ccc1O	-3%	?	-3.3%	-0.6%	-1%	i	-7%	-21%	29%	-1%	-2%
CCN(CCN(C)C)C(=O)Cn1ncc2c1-c1cc(C)ccc1OC2	0%	-3%	-2.3%	3.2%	-1%	nt	3%	32%	nt	19%	0%
CCOC(=O)c1cc(S(=O)(=O)NC2CCN(C(=O)OCC)CC2)cn1C	0%	-19%	0.7%	0.2%	1%	i	2%	8%	9%	10%	2%
Cc1ccc(O)c(Sc2cc(C)ccc2O)c1	-3%	-7%	1.0%	-0.7%	-1%	i	-16%	7%	9%	-29%	1%
COCCN(Cc1cc2cccc(C)c2n2nnnc12)C(=O)C(F)(F)F	0%	-4%	-0.6%	-0.7%	0%	?	13%	-21%	3%	7%	4%

Entries listed so far marked active in FLuc inh.
Compound	Casp7 inh	CRE Fsk mod	BRCT PPI green	BRCT PPI red	Casp1 inh	A350 autofl	ERK AVP block	USP2a inhib	Tau filament bind	FLuc inh
COc1ccccc1-c1nc(-c2cccc(C)c2)no1	-2%	-5%	0.2%	0.5%	-3%	i	15%	-7%	-18%	13µM*

The list goes on.
SMILES	Casp7 inh	CRE Fsk mod	BRCT PPI green	BRCT PPI red	Casp1 inh	A350 autofl	HEK293 cAMP cs	ERK AVP block	USP2a inhib	Tau filament bind	FLuc inh
Cn1c(=O)c(C(=O)Nc2ncccn2)c(O)c2ccccc21	-1%	3%	-0.7%	-4.1%	-2%	nt	-4%	-11%	14%	20%	2%
CC1CCCCN1CCNC(=O)CN1C(=O)COc2ccccc21 (stereo unspecified)	2%	?	0.5%	-0.5%	2%	i	3%	11%	0%	-38%	1%
O=C(Nc1ccc(Oc2ccc(Cl)cc2)cc1)c1ncn[nH]1	-4%	?	-1.9%	0.4%	-1%	i	0%	-5%	10%	8%	-2%
O=C1CN(C(=O)c2ccc(Br)o2)C(c2ccc(F)cc2)c2cc(F)ccc2N1 (stereo unspecified)	2%	-7%	1.2%	0.3%	-2%	i	26%	22%	31%[activator]	-6%	2%
O=C(Nc1cccc(F)c1)N1CC2(CCN(C(=O)c3cc(C(F)(F)F)cc(C(F)(F)F)c3)CC2)C1	0%	-10%	-4.6%	-2.8%	-4%	i	16%	-16%	102%[activator]	-18%	-4%[11.4 µM]
COc1cc(-c2c(C#N)c(N)nc(SCc3ccncc3)c2C#N)cc(OC)c1OC	-8%	-3%	2.1%	-0.7%	-3%	i	7%	-13%	38%[activator]	8%	2%
CCCn1c(=N)n(CC(=O)c2ccco2)c2ccccc21	1%	6%	0.1%	-1.5%	-1%	?	11%	1%	4%	0%	4%
COC(=O)c1ccc(C2C(C(C)=O)=C(C)Nc3ncnn32)cc1 (stereo unspecified)	4%	24%	1.6%	0.5%	-5%	nt	5%	nt	nt	1%	5%
CCN1C(C)=C(C(=O)OC)C(c2ccccc2)N2C(=O)[C@@]3(C(=O)OC)O[C@@]12C1C(=O)N(C)C(=O)C13 (stereo partly specified)	-1%[11.5 µM]	nt	-0.9%[15.4 µM]	1.5%[15.4 µM]	-1%[11.5 µM]	nt	2%[11.4 µM]	-2%[11.5 µM]	nt	nt	nt
O=C(c1ccncc1)N1CCN(C(=O)c2cccs2)CC1	1%	?	-0.9%	1.2%	1%	i	2%	-10%	1%	-11%	1%

Compounds from the list above that have a furan ring, fused or not (three):
SMILES	Casp7 inh	CRE Fsk mod	BRCT PPI green	BRCT PPI red	Casp1 inh	A350 autofl	HEK293 cAMP cs	ERK AVP block	USP2a inhib	Tau filament bind	FLuc inh
N#Cc1c(C(F)(F)F)cc(-c2ccco2)nc1SCc1ccncc1	-18%	13%	5.9%	0.7%	-13%	4.6e-07M*	?	?	nt	61%	-3%
O=C1CN(C(=O)c2ccc(Br)o2)C(c2ccc(F)cc2)c2cc(F)ccc2N1 (stereo unspecified)	2%	-7%	1.2%	0.3%	-2%	i	26%	22%	31%[activator]	-6%	2%
CCCn1c(=N)n(CC(=O)c2ccco2)c2ccccc21	1%	6%	0.1%	-1.5%	-1%	?	11%	1%	4%	0%	4%

The results go on:
SMILES	Casp7 inh	CRE Fsk mod	BRCT PPI green	BRCT PPI red	Casp1 inh	A350 autofl	HEK293 cAMP cs	ERK AVP block	USP2a inhib	Tau filament bind	FLuc inh
COc1ccc(OC)c(NC(=O)c2ccc(NS(=O)(=O)c3c(C)noc3C)cc2)c1	2%	?	-0.5%	-0.5%	-2%	i	-2%	24%	9%	-23%	-1%
CCCSCCCNC(=O)Cn1cc2c(n1)CCC(C)C2 (stereo unspecified)	-2%	-11%	-1.5%	-1.5%	2%	nt	20%	-29%	nt	-1%	0%
O=C(Nc1ccc(N2CCOCC2)cc1)C1(S(=O)(=O)c2ccccc2)CC1	-5%	0%	-1.4%	-0.9%	0%	nt	5%	29%	-4%	-9%	1%
Cc1ccc(-n2nnnc2SCC(=O)NC(=O)Nc2ccc3c(c2)OCCO3)cc1	-1%	?	-5.5%	-1.6%	-3%	i	?	-30%	60%[activator]	21%	-5%
COCCn1c(SCC(=O)Nc2ccc(S(=O)(=O)N3CCOCC3)cc2)nc2ccccc21	-2%	?	1.5%	-2.2%	-2%	i	?	-23%	30%[activator]	3%	5%
O=C(C1CCCO1)N1CCN(c2ncccn2)CC1 (stereo unspecified)	1%	-2%	-1.7%	0.8%	2%	i	-1%	3%	-3%	0%	1%
O=C(Nc1ccccc1-c1nc2ccccc2o1)c1ccc2c(c1)OCCO2	2%	1%	-1.6%	0.0%	-2%	2.1e-07M*	6%	3%	-2%	-8%	0%
CN(C)c1ncc2nc(-c3cc(F)cc(F)c3)c(=O)n(Cc3cccs3)c2n1	3%	?	4.0%	1.5%	1%	2.6e-08M*	?	13%	98%[activator]	-4%	-2%[11.4 µM]
O=C(Cn1c(=O)oc2cc(S(=O)(=O)N3CCCC3)ccc21)N1CCN(c2ccccn2)CC1	0%	-3%	-1.1%	-1.0%	-4%	nt	-13%	-4%	nt	10%	3%
